Compound activity as filed in PubChem BioAssay.
TcdB inh = TcdB glycohydrolase inhibitors, primary screen, biochemical, single point, plate reader | 350,000 compounds, 0.24% hits | TcdB glycohydrolase enzymatic assay | inhibition, % at 9.99 µM; in the data active = inhibition above about 10%
Anthrax LF inh2 = Bacillus anthracis LF protease inhibitors, primary screen, biochemical, multiplex microsphere, MLPCN library | Lethal factor (Bacillus anthracis), P15917 | multiplex microsphere protease cleavage assay | inhibition, % at 10 µM | 360,000 compounds, 0.12% hits; note: plate controls were buffer without enzyme for full effect and enzyme alone for no effect
SSB-PriA inh = inhibitors of Klebsiella pneumoniae PriA binding to SSB C-terminal tail, primary screen, biochemical, AlphaScreen; PriA–SSB C-terminal tail interaction (Klebsiella pneumoniae); AlphaScreen SSBct-PriA binding, biotinylated peptide; inhibition, % at 33 µM; 430,000 compounds, 0.6% hits; in the data active = inhibition mostly above about 37%, no sharp cut-off; inactive = mostly below about 20%;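 note: plate controls were negative control peptide for no effect and reference peptide for full effect; strong numbers were not always called active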
PfHsp40 rescue = rescue of yeast from PfHsp40 toxicity, primary screen, S. cerevisiae, ATP luminescence | S. cerevisiae expressing PfHsp40, growth rescue | AID 504582, 2011 | growth rescue, % at 12.5 µM | 340,000 compounds, 0.68% hits; in the data active = growth rescue above about 28%, passing the limit was not always enough;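 note: yeast W303a lacking pdr1 and pdr3 grown in galactose medium; growth measured after three days at 30 °C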
Vc quorum ag = inducers of Vibrio cholerae quorum light production without autoinducers, primary screen, BH1578 luxS cqsA deficient, single point | V. cholerae BH1578 lux reporter, luminescence, 6 h | activation, % at 18.7 µM | 350,000 compounds, 0.16% hits; in the data active = activation mostly above about 9.7%, no sharp cut-off; note: not every result past the cut was called active; inactives centre near 0; reference of the scale not given here
BoNT-A LC inh2 = BoNT/A light chain protease inhibitors, primary screen, biochemical, flow cytometry, MLPCN library; Botulinum neurotoxin type A light chain protease (Clostridium botulinum A str. ATCC 3502); multiplex microsphere protease substrate cleavage; inhibition, % at 10 µM; 360,000 compounds, 0.17% hits; AID 588499, 2011; note: plate controls were buffer without enzyme for full effect and enzyme alone for no effect
SARS 3CLpro inh = SARS-CoV 3CLpro protease inhibitors, primary screen, biochemical, quenched FRET; Replicase polyprotein 1ab (Severe acute respiratory syndrome coronavirus), P0C6X7; recombinant SARS-CoV 3CLpro, quenched FRET peptide cleavage; inhibition, % at 6 µM; 290,000 compounds, 0.14% hits; AID 1706, 2009; in the data active = inhibition above about 12%
Y pestis TopoI = Yersinia pestis topoisomerase I inhibitors, primary screen, biochemical, cleavage product accumulation, plate reader, single point | Y. pestis Topo-I cleavage product accumulation | activity, % at 10 µM | 360,000 compounds, 0.064% hits | AID 504884, 2011; in the data active = activity above about 50%, passing the limit was not always enough; note: inactives centre near 2
PrPC TRFRET = inhibitors of human cell surface prion protein PrPC, primary screen, cell-based, TR-FRET. 370,000 compounds, 0.43% hits. inhibition, % at 13.8 µM. TR-FRET read-out; in the data active = inhibition above about 24%; note: 0% = median of the test wells and 100% = reference compound wells
* = called active by the depositor; i = inactive; / = no result given; & = joins results of further samples. Cut-off read from the data, not from the text of the source, unless noted: active = inhibition above about 30%; inconclusive = no clear call, values can overlap the other calls; inactive = below that. This is a subset (hit frequency here may not be typical).

SMILES	TcdB inh	Anthrax LF inh2	SSB-PriA inh	PfHsp40 rescue	Vc quorum ag	BoNT-A LC inh2	SARS 3CLpro inh	Y pestis TopoI	PrPC TRFRET
COc1cccc(-c2nc(CSCC(=O)NCC3CCCO3)c(C)o2)c1 (stereo not given)	/	-2	-20	-0.6	-0.3	0.1	-4	9	-2
CCOc1cc(C(=O)Nc2ccc(F)cc2)cc(Br)c1OC	/	-3	-22	6.0	-0.2	-0.2	0	1	2
CCCC(=O)Nc1cc(-c2nn(C)c(=O)c3ccccc23)ccc1N1CCOCC1	/	1	-11	-2.0	-8.3	-0.7	0	-1	3
Cc1c(/C(O)=C2/C(=O)C(=O)N(CCN3CCOCC3)C2c2ccccn2)cnn1-c1ccccc1 (stereo not given)	-0.4	1	/	-0.3	i	0.8	-3	2	6
ClC(Cl)(c1nnnn1-c1ccccc1)c1nnnn1-c1ccccc1	/	-2	-4&-4	13	-1.6	2.6	2	10	6
Cc1cccc(NC(=O)c2ccc(NS(=O)(=O)c3cccc4cccnc34)cc2)c1	-3.0	15	2	-0.1	-0.3	-2.8	/	-20	7
N#C/C(=C\c1c(N2CCCCC2)nc2ccccn2c1=O)S(=O)(=O)c1ccccc1	-0.2	-2	-6	0.3	-0.5	1.7	6	16	-3
O=C(O)c1cccc(-n2cccc2/C=C2\NC(=O)N(Cc3ccc(F)cc3)C2=O)c1	-0.3	-1	15	0.8	i	0.4	4	14	-7
CC(C)NC(=O)N(C)C[C@H]1Oc2ccc(NC(=O)C3CC3)cc2C(=O)N([C@H](C)CO)C[C@@H]1C	-0.5&1.2	-6	-14	0.0	i	-0.3	/	-6	-6
CCOc1cc(NC(=S)Nc2cccc(C)c2)c(OCC)cc1NC(=O)CC(C)C	/	-2	-8	-1.8	i	-0.8	1	6	-2
CC(C)N(Cc1nc(-c2ccc3c(c2)OCO3)no1)CC1CCC(=O)N1 (stereo not given)	1.8	-4	-4	-0.4	i	-0.6	3	2	7
CN1CCN(c2ccc(NC(=O)c3ccc(-c4ccc(Cl)cc4)o3)cc2)CC1	-0.1	-7	10	0.2	-0.3	-1.7	-4	-12	-17
O=C1c2ccncc2C(=O)N1CNc1ccc(Cl)cc1	1.2	0	-8	-0.7	-0.2	-0.2	2	0	-2
CCOC(=O)C1CN(S(=O)(=O)c2ccc(C)cc2)C1	/	0	-1	-0.1	i	0.6	7	0	4
COc1ccc(CNC(=O)C/C(C)=N/NC(=O)C(c2ccccc2)c2ccccc2)cc1	/	-3	/	-0.6	-0.4	0.0	1	12	2
CCc1ccccc1NC(=O)COc1ccc2c(=O)c(Oc3cc(C)ccc3C)coc2c1	0.5	0	6	-0.9	-0.2	0.3	4	-3	5
Cc1ccccc1-c1nc(CS(=O)(=O)CC(=O)N2CCN(C)CC2)c(C)o1	1.0	1	-7	-0.5	-0.2	0.4	-5	-10	2
Cc1ccc(-c2nnn(C(C)C(=O)N3c4ccccc4CCc4ccccc43)n2)cc1 (stereo not given)	/	-2	-1	-0.3	i	-1.3	4	9	1
Cc1c(NC(=O)c2cc3c(s2)CCCC3)c(=O)n(-c2ccccc2)n1C	0.3	-5	-15	0.3	-2.8	-0.8	1	-8	-8
COc1ccc(NC(=O)CC2SC(N3CCOCC3)=NC2=O)cc1OC (stereo not given)	1.6	-4	0	-0.2	i	-0.1	/	-1	0
C=CCn1c(SCC(=O)c2c(N)n(C3CC3)c(=O)[nH]c2=O)nnc1-c1ccc(OC)cc1	1.8	1	-4	0.4	-1.5	-1.0	/	10	8
CC1c2ccsc2CCN1S(=O)(=O)c1ccccc1 (stereo not given)	3.0	-4	-20	1.4	-0.6	-0.2	1	10	-5
CCOc1c(O)ccc(C2NC(=O)N(C)C(C)=C2C(=O)OC)c1[N+](=O)[O-] (stereo not given)	-3.3	4	-2	0.3	-0.2	-2.5	-6	3	6
CC(C)Cc1ccc(CN2CCCC(NC(=O)c3nn(C)c(=O)c4ccccc34)C2)cc1 (stereo not given)	1.8	-2	4	-0.8	i	-2.1	-2	-5	2
NS(=O)(=O)c1ccc(CCNC(=O)[C@@H]2CCCN2S(=O)(=O)c2ccccc2F)cc1	/	-9	-11	0.4	-0.4	-0.2	-5	-6	1
More structures follow:
SMILES	TcdB inh	Anthrax LF inh2	SSB-PriA inh	PfHsp40 rescue	Vc quorum ag	BoNT-A LC inh2	SARS 3CLpro inh	Y pestis TopoI	PrPC TRFRET
CN(C)CCCN1C(=O)C2CCc3[nH]c4ccccc4c3C2C1=O (stereo not given)	0.3	-4	-7	0.3	-0.2	-0.7	-6	5	3
CCOC(=O)c1cnc(-c2cccc(OC)c2)[nH]c1=O	/	3	5	-1.4	-0.3	-0.6	-2	3	2
COC(=O)c1ccc(S(=O)(=O)N2CCCN(Cc3ccc(F)cc3)CC2)n1C	-0.2	/	2	-0.7	-1.0	/	-3	-1	-4
CC(C)C(=O)Nc1cc(C(F)(F)F)ccc1N1CCOCC1	1.0	-4	-5	-0.3	1.5	0.2	3	3	-3
O=C(NCCCN1CCOCC1)c1cc(-c2cccc(Br)c2)nc2ccccc12	1.4	0	-5	-1.4	-1.1	0.9	4	6	-9
O=C(CN(Cc1ccccc1Cl)C(=O)Cn1nnc(-c2cccs2)n1)NCC1CCCO1 (stereo not given)	1.8	-3	-2	0.1	0.9	-0.1	0	5	/
O=C1N/C(=C\c2ccccc2)C(O)=C1C=NCc1ccccc1	/	-7	-5	-1.2	-1.5	-0.4	-1	-6	-1
C[C@H](CO)N1C[C@H](C)[C@@H](CN(C)S(C)(=O)=O)Oc2c(NC(=O)Nc3ccc(C(F)(F)F)cc3)cccc2C1=O	2.0&-8.4	-5	-9	-1.2	-0.4	-0.7	/	15	1
Cc1c(C(=O)O)cccc1-c1ccc(/C=C2/NC(=O)N(c3ccccc3)C2=O)o1	0.7	-4	-1	-0.1	i	0.3	-1	3	-14
O=C(COc1coc(CN2CCN(c3ccc(F)cc3)CC2)cc1=O)Nc1ccccc1	-1.2	-1	-5	0.2	-1.8	1.6	/	-2	4
COc1ccc(OC)c(CN2CCCC(CCC(=O)N(C)CCc3ccccn3)C2)c1 (stereo not given)	0.3	-9	2	-1.3	-1.6	-0.3	-5	4	-13
COc1ccc(C(=O)NNC(=O)CSc2nnc(-c3cccnc3)n2C)cc1	-0.5	2	3	-1.8	i	0.6	6	5	9
O=C(CCN1C(=O)NC2(CCCC2)C1=O)Nc1ccc(-c2nc3ccccc3s2)cc1	0.9	0	-7	1.2	i	2.5	/	2	-2
CC1(CCc2ccccc2)NC(=O)N(CC(=O)O)C1=O (stereo not given)	1.7	3	-10	0.7	-0.2	-0.4	-1	0	-2
Cc1noc(C)c1S(=O)(=O)Nc1ccc(C(=O)Nc2ccc(OC(F)(F)F)cc2)cc1	2.4	-1	-9	0.7	i	1.3	13*	0	6
Cc1ccc(C(=O)NCN2CCN(c3ccccc3)CC2)cc1	-0.7	2	6	-0.3	5.6	-0.5	/	2	5
Clc1ccc(-c2ccc(CNCc3ccccn3)o2)cc1	0.9	-1	12	0.3	-0.4	-0.7	4	24	2
CCc1nc(SCc2ccc(C(=O)OC)o2)c2c(=O)n(C)c(=O)n(C)c2n1	-0.1	-2	-7	0.4	i	-0.1	-1	1	0
Oc1ccccc1/C=N/NC(=S)NC1CC2CCC1C2 (stereo not given)	-0.6	-3	/	1.8	-0.7	2.4	3	1	-2
CCOc1ccc(NS(=O)(=O)c2cc(C(=O)N3CCN(C(C)=O)CC3)ccc2Cl)cc1	1.4	0	-7	-1.4	-0.3	1.4	3	-11	-5
O=C(Nc1cc(Sc2ccccn2)cc([N+](=O)[O-])c1)c1ccc([N+](=O)[O-])cc1	/	6	-8	0.0	i	1.9	4	-18	-10
CCOC(=O)C1CCN(C(=O)c2ccccc2NS(=O)(=O)c2ccc(F)c(F)c2)CC1	/	2	-3	0.5	-0.6	0.0	0	-1	-1
O=C(NNC(=O)c1ccc2ccccc2c1)c1cccc(Br)c1	-0.6	-3	-24	0.3	i	0.0	/	9	-4
Cc1ccc(-c2n[nH]c(S(C)(=O)=O)c2C#N)cc1	0.3	-11	-3	1.2	-0.3	-0.2	-2	4	-5
COC(=O)c1ccc(-c2noc(CN3C[C@H]4CC[C@H]3C4)n2)cc1	0.8	2	-1	-1.3	-0.3	0.5	-1	-1	-3
The results go on.
SMILES	TcdB inh	Anthrax LF inh2	SSB-PriA inh	PfHsp40 rescue	Vc quorum ag	BoNT-A LC inh2	SARS 3CLpro inh	Y pestis TopoI	PrPC TRFRET
Cc1ccc(NC(=O)CN(C)C(=O)CCC(=O)N2CCOCC2)cc1	4.4	-1	-7	0.1	-5.6	-6.1	/	4	8
CCn1c(CSc2nncn2-c2ccc(OC)cc2)nc2cc(S(=O)(=O)N(C)C)ccc21	/	-15	-4	-0.3	i	5.7	2	8	6
CC1=C(CC(=O)O)c2cc(F)ccc2/C1=C/c1ccc(S(C)=O)cc1 (stereo not given)	0.9	-5	-1	-0.6	-0.4	-0.6	-3	6	-17
S=C(NCc1ccccc1)N1CCN(C(=S)NCc2ccccc2)CC1	0.8	-3	-3	-0.8	-0.6	0.4	/	24	-5
CCn1c(SCC(=O)Nc2ccc(C)cc2)nc2sc3c(c2c1=O)CCN(C)C3	-0.3	7	-2	0.5	-0.2	6.0	3	14	5
CCOC(=O)C1CCN(CC(=O)NC(=O)NC2CCCCC2)CC1	-0.1	-10	3	0.3	i	-0.4	-2	5	-9
COc1ccc(S(=O)(=O)N2CCOC2CNC(=O)C(=O)NCCc2ccc(S(N)(=O)=O)cc2)cc1 (stereo not given)	-0.4	-8	-2	-0.4	i	-0.6	-1	-6	-5
CC(NCc1nc2ccccc2n1C)C12CC3CC(CC(C3)C1)C2 (stereo not given)	5.9	-8	6	-0.8	i	0.0	4	19	1
CC(C)C[C@H]1CNC(=S)N1CC1CCN(CC2CCCC2)CC1	0.2	-3	-7	-0.2	-1.4	-1.2	/	-1	-2
COc1ccccc1CNS(=O)(=O)c1ccc2c(c1)NC(=O)C(C)S2 (stereo not given)	0.4	1	-1	-1.3	-0.4	-0.4	-2	4	6
COc1ccc(/C=C2\SC(=Nc3ccccc3Cl)NC2=O)c(OC)c1	0.5	-1	/	/	i	-0.6	/	21	-5
C[C@H](NC(=O)C(c1ccccc1)c1ccccc1)c1ccccc1	-0.7	-6	-2	2.0	i	-4.3	3	-5	8
FC(F)(F)Oc1ccc(Nc2nc3ccccc3o2)cc1	/	-3	-2	0.3	i	-0.8	-1	-10	-8
O=[N+]([O-])c1ccccc1CNCCCCCO	0.3	1	-14	-0.5	-0.3	-0.6	/	6	-13
Cc1cc(Br)c(Oc2cc(NN3CCCCC3)c([N+](=O)[O-])cc2[N+](=O)[O-])c(Br)c1	0.6	-2	6	-1.7	i	-0.1	/	1	-6
CCC(=O)NCCc1cc2cc(C)c(C)cc2[nH]c1=O	/	-2	0	-0.6	i	-0.1	-4	2	-4

Rewritten in markdown: part of the list above
| Compound | TcdB inh | Anthrax LF inh2 | SSB-PriA inh | PfHsp40 rescue | Vc quorum ag | BoNT-A LC inh2 | SARS 3CLpro inh | Y pestis TopoI | PrPC TRFRET |
| --- | --- | --- | --- | --- | --- | --- | --- | --- | --- |
| COc1ccc(S(=O)(=O)N2CCOC2CNC(=O)C(=O)NCCc2ccc(S(N)(=O)=O)cc2)cc1 (stereo not given) | -0.4 | -8 | -2 | -0.4 | i | -0.6 | -1 | -6 | -5 |
| CC(NCc1nc2ccccc2n1C)C12CC3CC(CC(C3)C1)C2 (stereo not given) | 5.9 | -8 | 6 | -0.8 | i | 0.0 | 4 | 19 | 1 |
| CC(C)C[C@H]1CNC(=S)N1CC1CCN(CC2CCCC2)CC1 | 0.2 | -3 | -7 | -0.2 | -1.4 | -1.2 | / | -1 | -2 |
| COc1ccccc1CNS(=O)(=O)c1ccc2c(c1)NC(=O)C(C)S2 (stereo not given) | 0.4 | 1 | -1 | -1.3 | -0.4 | -0.4 | -2 | 4 | 6 |
